Compound activity as filed in PubChem BioAssay.
Bim-Bcl-XL – inhibitors of Bim-Bcl-XL interaction, human; Q07817; inhibition, % at 10 µM; actives 0.04% (n = 190,000); Bim peptide-Bcl-XL binding, bead flow cytometry, fluorescence; AID 1007
Target sequence (Q07817 whole entry, looked up): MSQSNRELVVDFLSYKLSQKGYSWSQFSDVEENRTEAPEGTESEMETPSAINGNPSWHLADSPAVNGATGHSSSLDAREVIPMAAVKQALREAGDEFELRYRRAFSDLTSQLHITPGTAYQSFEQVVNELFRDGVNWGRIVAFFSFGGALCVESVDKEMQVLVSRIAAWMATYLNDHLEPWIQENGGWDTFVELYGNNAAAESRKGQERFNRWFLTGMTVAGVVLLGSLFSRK
Bim-Bcl-2 – inhibitors of Bim-Bcl-2 interaction, human; actives 0.06% (n = 190,000); Bead-based flow cytometry, Bim peptide-Bcl-2 binding; AID 950; inhibition, % at 10 µM; P10415; in the data active = inhibition above about 40%; inconclusive = no clear call, values can overlap the other calls;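 note: 0% = no compound wells with probe peptide and 100% = reference peptide inhibitor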
RGS7-Gao – human RGS7-Galphao interaction regulation | P09471 | Multiplexed bead flow cytometry, RGS7-Galphao binding; actives lie on both sides | binding response (% of control), % at 10 µM | actives 0.35% (n = 220,000) | AID 1439; in the data active = binding response below about 49% or above about 150%; inconclusive = no clear call, values can overlap the other calls; inactive = in between;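 note: fluorescent Galphao held in activated GDP-AlF4 state binding bead-coupled RGS7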
Target sequence (P09471 whole entry, looked up): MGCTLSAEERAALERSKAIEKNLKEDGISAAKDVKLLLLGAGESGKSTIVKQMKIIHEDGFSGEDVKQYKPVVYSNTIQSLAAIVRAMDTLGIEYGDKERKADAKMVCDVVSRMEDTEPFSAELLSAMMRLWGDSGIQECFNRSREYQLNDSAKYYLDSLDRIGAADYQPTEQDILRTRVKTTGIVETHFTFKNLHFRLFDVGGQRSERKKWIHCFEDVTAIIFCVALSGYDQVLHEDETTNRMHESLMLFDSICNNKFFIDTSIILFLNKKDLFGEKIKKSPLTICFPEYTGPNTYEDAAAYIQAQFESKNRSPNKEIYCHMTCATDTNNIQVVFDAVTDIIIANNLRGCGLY
ABCB1 inh – human ABCB1 inhibition, ABCG2 as counter-screen; P08183; CCRF-Adr cells, JC-1 efflux, flow cytometry; inhibition, % at 6.6 µM; actives 0.067% (n = 190,000); AID 1326; in the data active = inhibition above about 40%;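 note: 0% = vehicle and 100% = reference inhibitor; higher value means more JC-1 retained so stronger ABCB1 efflux block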
ABCG2 block – inhibitors of human ABCG2 transporter, ABCB1 counter-screen. Q9UNQ0. IgMXP3 cells, JC-1 efflux, flow cytometry. inhibition, % at 6.6 µM. actives 0.1% (n = 190,000). AID 1325;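 active = inhibition above 80%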;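 note: 0% = DMSO and 100% = nicardipine control wells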
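Times: 10 min at 25 °C | Test system: Two drug-resistant human cell lines, ABCG2 and ABCB1 | Quantity: 3 million cells/mL final, two lines in 1:1 ratio | Signal: Flow cytometry, 530 nm JC-1 signal | Dosing: Compound at 6.6 µM | Controls: Nicardipine and DMSO wells | Reagent: JC-1 as fluorescent efflux pump substrate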
RGS4-Gao reg – modulates binding of RGS4 to human Galphao; Multiplexed bead flow cytometry; actives lie on both sides; binding response (% of control), % at 10 µM; actives 0.33% (n = 220,000); P09471; in the data active = binding response below about 49% or above about 150%; inactive = in between;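 note: fluorescent Galphao activated with aluminum fluoride binding bead-coupled RGS4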
Avidin fluor – avidin bead compound fluorescence profile; Avidin beads, compound fluorescence 488/530 nm, flow cytometry; active compounds read high; fluorescence (KMESF) at 10 µM; actives 0.38% (n = 220,000); AID 1775; in the data active = fluorescence above about 47; note: inactives centre near 10
Bfl-1 Bim block – human Bim-Bfl-1 interaction inhibition. Q16548. inhibition, % at 10 µM. actives 0.12% (n = 190,000). Bead-based flow cytometry, Bim-Bfl-1 binding inhibition;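 note: 0% = wells without compound plus tracer and 100% = blocker peptide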
Bim-Bcl-W – disrupts Bim peptide binding to human Bcl-W | actives 0.02% (n = 190,000) | AID 952 | inhibition, % at 10 µM | bead-based flow cytometry | Q92843;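 note: 0% = bound tracer without compound and 100% = peptide blocker; higher means less fluorescent Bim peptide bound to Bcl-W beads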
Target sequence (Q92843 whole entry, looked up): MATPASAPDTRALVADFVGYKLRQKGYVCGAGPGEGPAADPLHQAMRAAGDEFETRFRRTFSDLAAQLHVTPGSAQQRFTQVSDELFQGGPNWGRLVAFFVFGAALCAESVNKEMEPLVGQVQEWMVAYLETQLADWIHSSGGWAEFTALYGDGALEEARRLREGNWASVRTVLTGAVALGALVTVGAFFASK
GSH fluor – compound fluoresces at 488/530 nm on GSH beads; GSH beads flow cytometry, compound fluorescence 488/530 nm; active compounds read high; fluorescence (KMESF) at 10 µM; actives 0.25% (n = 190,000); AID 1776; in the data active = fluorescence above about 89;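 note: glutathione beads carrying GST-tagged Bcl family fusion proteins plus one bare bead set; values are compound well signal with DMSO vehicle wells as background; inactives centre near 16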
Bim-Bcl-B – disrupts Bim peptide binding to human Bcl-B. inhibition, % at 10 µM. AID 951. Q9HD36. bead-based flow cytometry. actives 0.073% (n = 190,000);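 note: 0% = tracer peptide without compound and 100% = reference inhibitor peptide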
Target sequence (Q9HD36 whole entry, looked up): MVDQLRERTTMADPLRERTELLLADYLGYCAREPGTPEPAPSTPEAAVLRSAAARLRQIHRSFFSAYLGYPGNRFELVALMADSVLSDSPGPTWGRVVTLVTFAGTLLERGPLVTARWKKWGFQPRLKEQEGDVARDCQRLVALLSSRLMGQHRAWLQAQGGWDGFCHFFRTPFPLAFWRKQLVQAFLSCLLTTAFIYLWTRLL
Numbers without * were called inactive. Cut-off read from the data, not from the text of the source, unless noted: active = inhibition above about 40%. Not a hit list; overall some 1.3% were active at least once.

For COc1cccc(NC(=S)N(CCc2c(C)[nH]c3ccc(C)cc23)Cc2cccs2)c1 the results were Bim-Bcl-XL -3, Bim-Bcl-2 -2, ABCB1 inh 0.7, ABCG2 block 1, Bfl-1 Bim block 0, Bim-Bcl-W -2, GSH fluor 17 and Bim-Bcl-B -2.
Screening O=[N+]([O-])c1cccc2c(N3CCCC3)ccnc12 returned Bim-Bcl-XL 0, Bim-Bcl-2 -2, RGS7-Gao inconclusive, ABCB1 inh 0.2, ABCG2 block 2, RGS4-Gao reg 100, Avidin fluor 10, Bfl-1 Bim block -3, Bim-Bcl-W -1, GSH fluor 19 and Bim-Bcl-B 0.
Cc1c(C#N)c2ncn(Cc3ccccn3)c(=O)c2n1-c1ccccc1 was read as Bim-Bcl-XL 1, Bim-Bcl-2 1, RGS7-Gao 113, ABCB1 inh 0.2, ABCG2 block 0, RGS4-Gao reg 117, Avidin fluor 19, Bfl-1 Bim block 2, Bim-Bcl-W 0, GSH fluor 10 and Bim-Bcl-B 0.
For O=C(O)c1cccc(NC(=S)N/N=C/c2cccnc2)c1 the results were Bim-Bcl-XL -4, Bim-Bcl-2 -6, RGS7-Gao 100, ABCB1 inh 1.4, ABCG2 block 1, RGS4-Gao reg 100, Avidin fluor 7, Bfl-1 Bim block -6, Bim-Bcl-W -5, GSH fluor 11 and Bim-Bcl-B -5.
Screening CCCCCCNC(=O)CC(NS(=O)(=O)c1ccc(NC(C)=O)cc1)C(C)C (stereo not given) returned Bim-Bcl-XL -2, Bim-Bcl-2 0, RGS7-Gao 96, ABCB1 inh 0.3, ABCG2 block 2, RGS4-Gao reg 97, Avidin fluor 25, Bfl-1 Bim block 0, Bim-Bcl-W -2, GSH fluor 13 and Bim-Bcl-B 1.
Screening OCc1ccccc1NC(=S)Nc1cccnc1 returned Bim-Bcl-XL -3, Bim-Bcl-2 -2, RGS7-Gao 98, ABCB1 inh 0.0, ABCG2 block 0, RGS4-Gao reg 97, Avidin fluor 6, Bfl-1 Bim block -9, Bim-Bcl-W -2, GSH fluor 15 and Bim-Bcl-B -10.
For Cc1ccc2c(c1)-c1c(ssc1=S)C(C)(C)N2C(=O)CN1C(=O)c2ccccc2C1=O the results were Bim-Bcl-XL -1, Bim-Bcl-2 -10, RGS7-Gao 108, ABCB1 inh 4.9, ABCG2 block 15, RGS4-Gao reg 102, Avidin fluor 25, Bfl-1 Bim block -16, Bim-Bcl-W 0, GSH fluor 30 and Bim-Bcl-B -13.
`COc1ccc(NC(=O)c2cccs2)cc1` gave Bim-Bcl-XL 4, Bim-Bcl-2 24, RGS7-Gao 102, ABCB1 inh 1.3, ABCG2 block 3, RGS4-Gao reg 104, Avidin fluor 13, Bfl-1 Bim block 5, Bim-Bcl-W 2, GSH fluor 19 and Bim-Bcl-B 0.
Screening CC(=O)CC1(C)OC(N)=C(C#N)C1(C#N)C#N (stereo not given) returned Bim-Bcl-XL -1, Bim-Bcl-2 0, RGS7-Gao 101, ABCB1 inh -0.1, ABCG2 block 2, RGS4-Gao reg 101, Avidin fluor 11, Bfl-1 Bim block -1, Bim-Bcl-W 0, GSH fluor 36 and Bim-Bcl-B 0.
Screening O=C(COc1ccccc1)NC1CCCc2ccccc21 (stereo not given) returned Bim-Bcl-XL -4, Bim-Bcl-2 0, RGS7-Gao 99, ABCB1 inh 0.3, ABCG2 block 6, RGS4-Gao reg 95, Avidin fluor 13, Bfl-1 Bim block 0, Bim-Bcl-W -2, GSH fluor 6 and Bim-Bcl-B -3.

The list goes on, overlapping the part above by two compounds.
Screening CC(=O)CC1(C)OC(N)=C(C#N)C1(C#N)C#N (stereo not given) returned Bim-Bcl-XL -1, Bim-Bcl-2 0, RGS7-Gao 101, ABCB1 inh -0.1, ABCG2 block 2, RGS4-Gao reg 101, Avidin fluor 11, Bfl-1 Bim block -1, Bim-Bcl-W 0, GSH fluor 36 and Bim-Bcl-B 0.
Screening O=C(COc1ccccc1)NC1CCCc2ccccc21 (stereo not given) returned Bim-Bcl-XL -4, Bim-Bcl-2 0, RGS7-Gao 99, ABCB1 inh 0.3, ABCG2 block 6, RGS4-Gao reg 95, Avidin fluor 13, Bfl-1 Bim block 0, Bim-Bcl-W -2, GSH fluor 6 and Bim-Bcl-B -3.
`Cc1cc(NC(=O)CSc2nnc(C3COc4ccccc4O3)o2)no1` (stereo not given) gave Bim-Bcl-XL -3, Bim-Bcl-2 -9, RGS7-Gao 102, ABCB1 inh 0.9, ABCG2 block 31, RGS4-Gao reg 100, Avidin fluor 35, Bfl-1 Bim block -19, Bim-Bcl-W 0, GSH fluor 22 and Bim-Bcl-B -6.
c1ccc(CSc2nnc(-c3ccco3)n2Cc2ccco2)cc1 was read as Bim-Bcl-XL -7, Bim-Bcl-2 -8, RGS7-Gao 102, ABCB1 inh 0.8, ABCG2 block 4, RGS4-Gao reg 98, Avidin fluor 8, Bfl-1 Bim block -9, Bim-Bcl-W 1, GSH fluor 37 and Bim-Bcl-B -3.
Cc1sc2ncnc(NCC3COc4ccccc4O3)c2c1C (stereo not given) was read as Bim-Bcl-XL -9, Bim-Bcl-2 -7, RGS7-Gao 102, ABCB1 inh 0.4, ABCG2 block 82*, RGS4-Gao reg 100, Avidin fluor 23, Bfl-1 Bim block -7, Bim-Bcl-W -6, GSH fluor 9 and Bim-Bcl-B -11.
For Cc1ccccc1NC(=S)/C(=C(\[O-])c1cc(C)n(Cc2ccccc2Cl)c1C)[n+]1ccccc1 the results were Bim-Bcl-XL -4, Bim-Bcl-2 -4, RGS7-Gao inconclusive, ABCB1 inh 0.9, ABCG2 block 0, RGS4-Gao reg 103, Avidin fluor 9, Bfl-1 Bim block -1, Bim-Bcl-W -1, GSH fluor 18 and Bim-Bcl-B -8.
For CCc1ccc(OCc2nnc(SCC(=O)Nc3cccc(C(=O)N4CCOCC4)c3)o2)cc1 the results were Bim-Bcl-XL -10, Bim-Bcl-2 -2, RGS7-Gao 101, ABCB1 inh 0.8, ABCG2 block 4, RGS4-Gao reg 101, Avidin fluor 2, Bfl-1 Bim block -3, Bim-Bcl-W -5, GSH fluor 11 and Bim-Bcl-B -7.
Screening O=C(NCCSCc1c(F)cccc1Cl)c1ccc(CN2CCOCC2)cc1 returned Bim-Bcl-XL -7, Bim-Bcl-2 -3, RGS7-Gao 108, ABCG2 block 7, RGS4-Gao reg 106, Avidin fluor 5, Bfl-1 Bim block -5, Bim-Bcl-W -2, GSH fluor 13 and Bim-Bcl-B -2.
`Cc1cc(C)nc(SCc2nnc(SCC(=O)Nc3nc(-c4ccccc4)cs3)n2-c2ccccc2)n1` gave Bim-Bcl-XL 1, Bim-Bcl-2 -2, RGS7-Gao 99, ABCB1 inh 1.5, ABCG2 block 2, RGS4-Gao reg 104, Avidin fluor 6, Bfl-1 Bim block -8, Bim-Bcl-W 1, GSH fluor 39 and Bim-Bcl-B -10.
`COc1cccc(NC(=S)NC2CC3CCCC(C2)N3C2CCCC2)c1` (stereo not given) gave Bim-Bcl-XL -4, Bim-Bcl-2 -2, RGS7-Gao 95, ABCB1 inh 0.3, ABCG2 block 8, RGS4-Gao reg 98, Avidin fluor 11, Bfl-1 Bim block -3, Bim-Bcl-W -3, GSH fluor 18 and Bim-Bcl-B -4.
CCOc1nc(NCCN2CCOCC2)nc(NC(C)C)n1 was read as Bim-Bcl-XL -8, Bim-Bcl-2 -2, RGS7-Gao 103, ABCB1 inh 1.5, ABCG2 block 8, RGS4-Gao reg 108, Avidin fluor 7, Bfl-1 Bim block 0, Bim-Bcl-W -4, GSH fluor 17 and Bim-Bcl-B -7.
Cc1sc(NC(=O)/C=C/c2ccco2)c(C(=O)OC(C)C)c1C was read as Bim-Bcl-XL -10, Bim-Bcl-2 -2, RGS7-Gao 96, ABCB1 inh 0.4, ABCG2 block 7, RGS4-Gao reg 98, Avidin fluor 11, Bfl-1 Bim block -4, Bim-Bcl-W -2, GSH fluor 19 and Bim-Bcl-B -14.
Screening O=C(NCCOc1ccccc1)c1cncc(Br)c1 returned Bim-Bcl-XL 5, Bim-Bcl-2 -14, RGS7-Gao 98, ABCB1 inh -1.2, ABCG2 block 2, RGS4-Gao reg 101, Avidin fluor 8, Bfl-1 Bim block -9, Bim-Bcl-W 0, GSH fluor 37 and Bim-Bcl-B -32.
Cc1cc(C)n(CCN(C)c2nc3nonc3nc2N2CCCCC2)n1 was read as Bim-Bcl-XL -3, Bim-Bcl-2 -6, RGS7-Gao 87, ABCB1 inh 4.2, ABCG2 block 11, RGS4-Gao reg 89, Avidin fluor 2, Bfl-1 Bim block -6, Bim-Bcl-W -7, GSH fluor 16 and Bim-Bcl-B -11.
`O=C1C=C(NCc2ccc(Cl)cc2Cl)C2(CCCCC2)O1` gave Bim-Bcl-XL 1, Bim-Bcl-2 -5, RGS7-Gao 103, ABCB1 inh 0.7, ABCG2 block 2, RGS4-Gao reg 104, Avidin fluor 17, Bfl-1 Bim block -2, Bim-Bcl-W -4, GSH fluor 13 and Bim-Bcl-B -4.
For O=c1c2ccc(Cl)cc2[nH]c(=S)n1CCCN1CCOCC1 the results were Bim-Bcl-XL -4, Bim-Bcl-2 -6, RGS7-Gao 103, ABCB1 inh 0.2, ABCG2 block 2, RGS4-Gao reg 102, Avidin fluor 27, Bfl-1 Bim block -10, Bim-Bcl-W -5, GSH fluor 12 and Bim-Bcl-B -13.
O=C(O)C1CC(=O)N(C2CCCCCC2)C1 (stereo not given) was read as Bim-Bcl-XL -3, Bim-Bcl-2 -7, RGS7-Gao 100, ABCB1 inh 0.2, ABCG2 block 0, RGS4-Gao reg 99, Avidin fluor 9, Bfl-1 Bim block -14, Bim-Bcl-W -2, GSH fluor 12 and Bim-Bcl-B -6.
For O=C(NCc1ccccn1)c1cccc(NS(=O)(=O)c2cccc(Cl)c2)c1 the results were Bim-Bcl-XL -2, Bim-Bcl-2 2, RGS7-Gao 99, ABCB1 inh 0.1, ABCG2 block 14, RGS4-Gao reg 101, Avidin fluor 13, Bfl-1 Bim block 2, Bim-Bcl-W 0, GSH fluor 23 and Bim-Bcl-B -2.
`CCN(CC)CCSc1nc2ccccc2c(=S)n1-c1ccccc1` gave Bim-Bcl-XL -4, Bim-Bcl-2 -4, RGS7-Gao 120, ABCB1 inh -0.4, ABCG2 block 0, RGS4-Gao reg 113, Avidin fluor 11, Bfl-1 Bim block -3, Bim-Bcl-W -4, GSH fluor 11 and Bim-Bcl-B -3.
For CCN1CCN(C(=O)c2cc3cc4ccc(OC)cc4nc3s2)CC1 the results were Bim-Bcl-XL 0, Bim-Bcl-2 -6, RGS7-Gao 94, ABCB1 inh -0.4, ABCG2 block 15, RGS4-Gao reg 96, Avidin fluor 7, Bfl-1 Bim block -8, Bim-Bcl-W 2, GSH fluor 40 and Bim-Bcl-B -5.
CN(C)c1ccc(C(CNS(=O)(=O)c2ccc(F)c(F)c2)c2c[nH]c3ccccc23)cc1 (stereo not given) was read as Bim-Bcl-XL -5, Bim-Bcl-2 -3, RGS7-Gao 95, ABCB1 inh 0.0, ABCG2 block -2, RGS4-Gao reg 93, Avidin fluor 4, Bfl-1 Bim block 0, Bim-Bcl-W -1, GSH fluor 12 and Bim-Bcl-B -11.
